PAFAH1B2 FP inh: PAFAH1B2 enzyme inhibitors, primary screen, biochemical, fluorescence polarization, human. recombinant PAFAH1B2, FP-rhodamine activity probe. inhibition, % at 3.39 µM. 340,000 compounds, 1.2% hits. AID 492953, 2010;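 active = inhibition above the mean of all tested compounds plus 3 SD, cut at about 24% in these data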;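 note: 0% = enzyme with DMSO and 100% = wells lacking PAFAH1B2; many of its hits are not listed in these tables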
LYPLA2 counter: LYPLA2 inhibitors, primary screen, counter-screen for PME1 inhibitor project, biochemical, fluorescence polarization, FP-Rh probe ABPP; Acyl-protein thioesterase 2 (Homo sapiens), O95372; recombinant LYPLA2; inhibition, % at 5.9 µM; 320,000 compounds, 0.38% hits; AID 2177, 2009;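 active = inhibition above the screen-wide mean plus 3 SD, limit set per campaign, cut at about 26% in these data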;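 note: 0% = LYPLA2 with DMSO and 100% = wells lacking LYPLA2 enzyme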
Target sequence (O95372 whole entry, looked up): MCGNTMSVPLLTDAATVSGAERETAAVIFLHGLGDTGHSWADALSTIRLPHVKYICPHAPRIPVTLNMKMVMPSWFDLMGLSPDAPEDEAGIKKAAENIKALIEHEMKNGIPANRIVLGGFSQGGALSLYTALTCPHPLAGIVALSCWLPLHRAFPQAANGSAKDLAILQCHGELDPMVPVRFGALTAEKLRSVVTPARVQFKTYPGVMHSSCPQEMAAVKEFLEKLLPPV
GSTO1 counter: inhibitors of recombinant GSTO1, primary screen, counter-screen for RBBP9 inhibitor project, biochemical, fluorescence polarization; Glutathione S-transferase omega-1 (Homo sapiens), P78417; activity-based probe fluorescence polarization; inhibition, % at 5.96 µM; 300,000 compounds, 1.1% hits; AID 1974, 2009;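 active = inhibition above the campaign mean inhibition plus 3 SD, cut at about 35% in these data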;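 note: 0% = GSTO1-1 with DMSO and 100% = wells lacking GSTO1-1 enzyme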
Target sequence (P78417 whole entry, looked up): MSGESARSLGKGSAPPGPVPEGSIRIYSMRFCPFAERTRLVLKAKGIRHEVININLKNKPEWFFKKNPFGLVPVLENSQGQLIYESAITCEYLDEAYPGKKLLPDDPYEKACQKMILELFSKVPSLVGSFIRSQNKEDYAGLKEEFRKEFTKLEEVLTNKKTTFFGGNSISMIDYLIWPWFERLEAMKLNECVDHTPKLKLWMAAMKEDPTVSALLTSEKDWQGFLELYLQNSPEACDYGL
PME-1 primary: PME-1 inhibitors via competitive probe labeling, primary screen, biochemical, fluorescence polarization, FP-Rh probe, HTS. recombinant PME-1. inhibition, % at 5.9 µM. 320,000 compounds, 0.53% hits. AID 2130, 2009;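 active = inhibition above the campaign mean of all compounds plus 3 SD, cut at about 26% in these data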;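 note: competitive labeling of PME-1 active site by serine hydrolase directed probe; 0% = PME-1 with DMSO and 100% = wells lacking PME-1 enzyme; inhibitors block probe labeling so polarization falls and inhibition rises; many of its hits are not listed in these tables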
PAD4 inh: human PAD4 inhibitors, primary screen, biochemical, fluorescence polarization, 1536-well format; 330,000 compounds, 0.41% hits; inhibition, % at 6.36 µM; Protein-arginine deiminase type-4 (Homo sapiens), Q9UM07; recombinant PAD4, RCA probe fluorescence polarization;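 active = percent inhibition above a cutoff equal to the mean of all tested compounds plus 3 SD, cut at about 15% in these data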;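 note: 0% = PAD4 with RCA probe and DMSO and 100% = probe without PAD4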
PREPL inh: PREPL enzyme inhibitors, primary screen, biochemical, fluorescence polarization; Prolyl endopeptidase-like (Homo sapiens), Q4J6C6; recombinant PREPL, fluorescence polarization activity-based probe; inhibition, % at 5.96 µM; 320,000 compounds, 0.68% hits; AID 2751, 2010; in the data active = inhibition above about 43%;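 note: 0% = enzyme with DMSO and 100% = wells lacking enzyme; many of its hits are not listed in these tables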
PAFAH1B3 inh: PAFAH1B3 enzyme inhibitors, primary screen, biochemical, fluorescence polarization, human; inhibition, % at 3.39 µM; 340,000 compounds, 0.28% hits; AID 492972, 2010; recombinant PAFAH1B3, FP-rhodamine probe; Platelet-activating factor acetylhydrolase IB subunit alpha1 (Homo sapiens), Q15102;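 active = inhibition above the screen-wide average of all tested compounds plus 3 SD, cut at about 25% in these data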;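 note: 0% = enzyme with DMSO only and 100% = wells lacking PAFAH1B3 protein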
LYPLA1 counter: LYPLA1 inhibitors, primary screen, counter-screen for PME1 inhibitor project, biochemical, fluorescence polarization, FP-Rh probe ABPP | inhibition, % at 5.9 µM | Acyl-protein thioesterase 1 (Homo sapiens), O75608 | recombinant LYPLA1 | 320,000 compounds, 0.16% hits;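 active = inhibition above the mean of all tested compounds plus 3 SD, set per campaign, cut at about 14% in these data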;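 note: inhibitors block serine hydrolase probe labeling of LYPLA1 so polarization falls; 0% = enzyme with DMSO and 100% = wells lacking LYPLA1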
pPAFAH FP inh: pPAFAH enzyme inhibitors, primary screen, biochemical, fluorescence polarization, human; Platelet-activating factor acetylhydrolase (Homo sapiens), Q13093; recombinant pPAFAH, FP-rhodamine probe fluorescence polarization; inhibition, % at 3.39 µM; 330,000 compounds, 1.5% hits; AID 463082, 2010;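 active = inhibition above the mean inhibition across the screen plus 3 SD, cut at about 25% in these data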;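 note: inhibitors block binding of the rhodamine activity-based probe so polarization drops; 0% = enzyme with DMSO and 100% = wells lacking pPAFAH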
Target sequence (Q13093 whole entry, looked up): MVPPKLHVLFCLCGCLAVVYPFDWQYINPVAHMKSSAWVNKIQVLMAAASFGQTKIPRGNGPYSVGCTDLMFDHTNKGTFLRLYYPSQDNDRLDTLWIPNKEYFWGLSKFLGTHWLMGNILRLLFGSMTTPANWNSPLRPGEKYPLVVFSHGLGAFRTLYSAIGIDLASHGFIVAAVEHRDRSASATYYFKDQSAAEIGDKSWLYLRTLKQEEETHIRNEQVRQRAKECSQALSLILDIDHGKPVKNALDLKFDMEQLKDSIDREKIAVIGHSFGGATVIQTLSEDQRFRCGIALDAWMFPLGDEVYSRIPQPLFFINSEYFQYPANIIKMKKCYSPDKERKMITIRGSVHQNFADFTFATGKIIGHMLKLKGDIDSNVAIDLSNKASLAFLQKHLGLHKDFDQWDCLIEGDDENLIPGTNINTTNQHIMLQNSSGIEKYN
The depositor's hits bear a star; . = no result given.

SMILES	PAFAH1B2 FP inh	LYPLA2 counter	GSTO1 counter	PME-1 primary	PAD4 inh	PREPL inh	PAFAH1B3 inh	LYPLA1 counter	pPAFAH FP inh
CC[C@]12c3[nH]c4ccccc4c3CCN1C(=O)C(CC(=O)NCCC1=CCCCC1)C[C@@H]2C(=O)N1CCN(C(=O)C2CC2)CC1 (some centres not stated)	3	.	.	.	-2	12	2	.	3
CC(C)(C)c1cc(C(C)(C)C)n(-c2ccccc2)n1	12	1	2	-4	-4	3	9	7	2
Cc1ccc(OCc2nnc(SCC(=O)c3cccc([N+](=O)[O-])c3)n2C)cc1	6	-1	19	-4	1	27	2	0	-4
COC(=O)Cn1c(=NC(=O)C(C)(C)C)sc2c(C)cc(C)cc21	4	0	1	-1	3	-3	-8	0	-1
C[C@H](NC(=O)c1ccc(C(C)(C)C)cc1)C(=O)N1CCOCC1	2	.	.	.	-9	1	8	.	0
Cc1ccc(-c2cc(-c3ccccc3[N+](=O)[O-])[nH]n2)c(O)c1	2	-2	0	-4	-1	11	7	-6	-15
Cc1ccc(NC(=O)CNC(=O)c2cccc(C)c2)nc1	-3	-4	-3	4	-1	-2	6	1	1
O=C(Nc1ccccc1N1CCCCC1)c1cc(S(=O)(=O)N2CCOCC2)ccc1Cl	0	-3	7	9	3	24	0	-5	10
COC(=O)c1ccc(NC(=O)c2cccc(NC(=O)c3ccco3)c2)cc1	0	-14	0	-12	-6	4	0	-8	2
Cc1cc(Cl)ccc1OCCCC(=O)NNC(=O)c1ccccc1O	13	-1	-2	-2	-6	18	15	3	29*
CCC(CO)Oc1cc(NC(=O)c2ccccc2N)c2ncn(C(C)C)c2c1 (configuration not stated)	-4	.	.	.	2	9	13	.	1
COc1cccc(OC)c1/C(O)=C(\C#N)c1nc2ccccc2[nH]1	2	-4	-6	-10	2	2	-6	-1	-5
O=C(c1ccco1)N1CCN(CC(O)COc2ccc(Br)cc2)CC1 (configuration not stated)	-5	5	5	-4	-2	-1	-7	0	4
CC(C)CCNC(=O)CCCc1ccccc1	4	2	2	-2	1	-5	9	0	3
Cc1ccc(C)c(OCC(=O)Nc2ccc(C(=O)O)cc2NC(=O)COc2cc(C)ccc2C)c1	12	-7	-8	-4	-1	-23	6	-5	7
O=C(NC1CCN(C(=O)N2c3ccccc3Sc3ccccc32)CC1)c1ccccc1F	1	-2	4	5	2	12	13	-5	10
CCOn1c(=O)c[n+]([O-])c2ccccc21	1	2	5	3	0	18	2	0	4
CCC(=O)c1ccc(OCC(=O)Nc2nc(-c3cccnc3)cs2)cc1	1	-9	4	-13	-5	4	-1	-2	9
COc1ccc([N+](=O)[O-])cc1NC(=O)CCSCCc1ccccn1	2	4	6	7	-3	8	-7	1	3
O=C(COc1ccccc1C(=O)NCC1CCCO1)Nc1ccc(Cl)cc1Cl (configuration not stated)	6	2	10	-3	-1	32	3	1	-1
COCCN(CCOC)S(=O)(=O)c1ccc(C(=O)Nc2nc(-c3ccncc3)cs2)cc1	3	-1	10	2	5	-5	4	-6	2
CC1(C)Cc2nc(-c3ccccc3)n3cnnc3c2CO1	-1	2	1	3	0	-3	-1	1	-3
CC(CNC(=O)C(C)(C)C)NC(=O)C(C)(C)C (configuration not stated)	3	6	4	1	-1	-7	9	1	0
CCOC(=O)c1sc(SC)c2c1CCC/C2=N/OC	7	-2	-4	-2	4	13	3	-4	-7
CCOc1cc(CNCCCN2CCOCC2)cc(Br)c1OCc1ccccc1Cl	1	2	7	8	-6	-11	8	2	19
COCCCNc1nc(N)c([N+](=O)[O-])c(NCc2ccccc2)n1	5	2	0	2	-4	-17	4	3	8
N#Cc1ccc(C(=O)NNC(=O)c2cccc(S(=O)(=O)N3CCOCC3)c2)cc1	-2	.	.	.	2	2	2	.	3
CCOc1cc2c(C#N)c(N3CCNCC3)nc(N)c2c(N)n1	3	9	7	0	2	31	-6	-2	0
O=C1N(Cc2cccnc2)C[C@@H]2C[C@@H](c3ccc(-c4ccccc4)cc3)N3CCC[C@@]123	1	-6	1	1	-2	18	1	-1	3
Cc1ccc(S(=O)(=O)N(C)C)cc1-n1c(SCC(=O)Nc2ccc(F)cc2Cl)nc2ccccc2c1=O	-1	0	-1	-2	1	17	3	1	6
CCCCCOC(=O)C(C)Sc1n[nH]c(=O)[nH]c1=O (configuration not stated)	1	2	2	-1	-10	-9	5	-1	-2
N#CC1(C#N)C(C(N)=O)C1c1ccccc1 (configuration not stated)	2	3	4	-3	-3	8	6	4	4
CCn1c(CSc2nc3ccccc3s2)nnc1SCC(=O)OC(C)(C)C	3	8	-1	0	1	20	-3	1	6
COc1ccccc1-c1nnc(SCC(=O)NC2CCS(=O)(=O)C2)n1N (configuration not stated)	1	7	0	-2	-7	11	1	5	-2
O=C(NC(=S)Nc1ccccc1N1CCOCC1)c1ccc(-c2cccc(Cl)c2)o1	-4	-16	-2	-12	-9	-2	0	-1	-1
OC(COc1cccc2ccccc12)CN1CCN(c2ccccn2)CC1 (configuration not stated)	3	12	3	1	-2	18	6	6	0
CC1CCN(C(=O)Cn2nnc(-c3cccs3)n2)CC1	3	-4	10	0	3	-2	9	-1	5
CC(C)COc1cc(=O)[nH]c(SCC(C)C)n1	22	5	-6	1	-5	15	2	-4	4
Cc1cccc(N2CCN(C(=O)c3ccc4c(c3)OCCO4)CC2C)c1 (configuration not stated)	0	7	13	7	-5	6	-5	-3	3
Cc1ccc(CSCCNS(=O)(=O)c2ccccc2)cc1	19	2	8	2	1	-15	-2	0	13
CC(C)Cc1nnc(NC(=O)c2cc([N+](=O)[O-])ccc2N2CCOCC2)s1	5	-4	1	2	-8	5	7	1	3
CCN1/C(=C/C(=S)Nc2ccccc2)Sc2ccccc21	-5	4	5	15	4	18	8	-2	6
N#CCCN(Cc1cccnc1)C(=O)c1sc2cc(F)ccc2c1Cl	0	-1	2	8	2	-4	0	-2	1
O=[N+]([O-])c1ccc(Cl)c(S(=O)(=O)/N=C(/c2ccccc2)N2CCOCC2)c1	1	-4	4	-3	0	14	3	-3	-1
NC(=O)NNc1cccc(Cl)n1	2	-2	-1	-1	1	3	3	3	8
Cc1c(C#N)c(O)n(CCO)c(=O)c1N=Nc1ccc2c(c1)COC2=O	3	7	-12	-7	5	0	13	2	7
Cc1oc(-c2ccccc2F)nc1CS(=O)(=O)CC(=O)N1CCCCCC1	3	8	4	2	-1	14	7	0	-2
COCCCNCC(=O)c1c(N)n(Cc2ccccc2)c(=O)n(C)c1=O	-1	6	-1	6	-3	0	0	1	6
O=C(NN1C(=O)c2ccccc2NC12CCCCC2)c1ccccc1	4	2	8	2	1	10	11	2	1
CCN(CC)S(=O)(=O)c1ccc(N2CCCCC2)c(NC(=O)/C=C/c2cc(OC)c(OC)c(OC)c2)c1	4	-2	-8	-3	13	2	-4	-4	4
CCC(C)(C)n1nnnc1CN1CCC(NC(=O)c2ccccc2C)CC1	2	0	5	-5	1	4	-1	0	2
CCc1ccc(O)c(N=Cc2ccccc2O)c1	2	-3	22	-1	-4	2	6	-1	13
NS(=O)(=O)c1ccc(NC(=O)CSc2ccccn2)cc1	2	-3	3	-1	0	-9	-2	0	-3
COc1ccc2cc(C)c3nnc(SCc4cccnc4)n3c2c1	1	0	4	0	-1	21	8	-2	0
C#CCNC(=O)C1=C[C@H](c2ccc(C(F)(F)F)cc2)C[C@H](OCCCCO)O1	14	5	4	-3	-6	2	1	1	6
O=C(COC(=O)c1cc(S(=O)(=O)N2CCOCC2)ccc1Cl)NCc1ccco1	-1	-4	4	4	1	2	3	-3	0
N#Cc1nc(COc2cccc(Cl)c2)oc1N1CCN(c2ccccc2)CC1	0	14	-2	2	4	-4	5	0	4
CN(C)S(=O)(=O)c1cc(NC(=O)CN2CCCc3ccccc32)ccc1Cl	3	-6	-7	2	-2	14	11	-3	1
CCOC(=O)c1cc(-c2ccccc2)nn1Cc1cc(CC)no1	-4	-2	4	6	-4	11	-7	-2	14
CC(C)OCCCNC(=O)c1cc(S(=O)(=O)N2CCCCC2)c[nH]1	6	1	4	10	6	8	16	0	2

Whole records from above. Screens in order: PAFAH1B2 FP inh	LYPLA2 counter	GSTO1 counter	PME-1 primary	PAD4 inh	PREPL inh	PAFAH1B3 inh	LYPLA1 counter	pPAFAH FP inh
NS(=O)(=O)c1ccc(NC(=O)CSc2ccccn2)cc1 is listed as 2	-3	3	-1	0	-9	-2	0	-3
O=C(COC(=O)c1cc(S(=O)(=O)N2CCOCC2)ccc1Cl)NCc1ccco1 is listed as -1	-4	4	4	1	2	3	-3	0

(listing goes on)
SMILES	PAFAH1B2 FP inh	LYPLA2 counter	GSTO1 counter	PME-1 primary	PAD4 inh	PREPL inh	PAFAH1B3 inh	LYPLA1 counter	pPAFAH FP inh
COc1c(C)cc(NC(=O)c2ccc3c(c2)NC(=O)CO3)cc1C	-4	-4	6	4	-5	-5	-4	-1	1
CC(NC(=O)c1ccc(CS(C)(=O)=O)cc1)c1cccc2ccccc12 (configuration not stated)	-1	-1	1	-3	3	-35	1	-1	4
O=C(O)CCCCCNC(=O)Cn1nnc2ccccc2c1=O	-2	-8	-2	3	-3	7	7	-4	-5
C=C(C)C(=O)Nc1cccnc1Oc1ccc(F)cc1F	4	-1	-1	-4	-1	2	11	0	-3
O=C(NC(Cc1ccccc1)C(=O)O)/C(=C\c1cccc([N+](=O)[O-])c1)NC(=O)c1ccco1 (configuration not stated)	3	1	10	-1	4	-2	-1	0	1
Cc1ccccc1-c1ccc(C(=O)Nc2cccc(F)c2)o1	1	-21	-8	-20	2	9	5	-16	-10
Cc1ccccc1N(CC(=O)N/N=C/c1ccc(F)cc1)C(=O)c1ccccc1	2	-7	11	3	-1	6	-1	-1	4
Cc1ccc2nc(SCc3cccc([N+](=O)[O-])c3)nc(C)c2c1	0	8	-2	-6	-6	-7	2	1	7
Cc1cccc(NC(=O)CSc2nnc(-c3ccncc3)n2CC2CCCO2)c1 (configuration not stated)	-4	-2	1	6	-5	3	-1	-3	5
Cc1ccccc1NC(=O)/C(=C\c1cccs1)NC(=O)c1ccccc1	3	-1	-7	1	1	-4	-3	3	4
COc1ccc(NC(=O)c2cc3ccccc3o2)cc1	1	18	5	-14	-2	6	-1	2	-1
CCOc1cccc2sc(N(CCN(C)C)C(=O)c3ccc4ccccc4c3)nc12	5	-4	-2	4	-3	5	8	-2	1
O=C(NCc1ccco1)c1cc(S(=O)(=O)N2CCCC2)ccc1Cl	-2	-6	3	5	-2	-2	-6	0	1
CCNc1ncnc2c1cnn2C	-3	-1	10	-4	0	8	8	-4	-5
COc1cc(NC(=O)C[n+]2ccc(C(=O)c3ccccc3)cc2)cc(OC)c1	5	.	.	.	-3	49*	3	.	1
CC12CCC(C(=O)NCc3ccc(F)cc3)(OC1=O)C2(C)C (configuration not stated)	4	2	-1	4	0	5	10	1	1
COc1cccc(CN(CC(=O)NCc2ccco2)C(=O)CNS(=O)(=O)c2ccccc2)c1	2	3	3	2	-2	-6	-3	1	12

A portion of the library; count on the stated rates, not on these rows.
